14-3-3 PPI – 14-3-3 gamma protein interaction modulation. P61981. FP, 14-3-3gamma / TMR-pS259-Raf peptide binding. inhibition, % at 40 µM. actives 0.19% (n = 160,000); in the data active = inhibition above about 30%;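 also: 0% = protein plus tracer without compound and 100% = blank with tracer alone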
Target sequence (P61981 whole entry, looked up): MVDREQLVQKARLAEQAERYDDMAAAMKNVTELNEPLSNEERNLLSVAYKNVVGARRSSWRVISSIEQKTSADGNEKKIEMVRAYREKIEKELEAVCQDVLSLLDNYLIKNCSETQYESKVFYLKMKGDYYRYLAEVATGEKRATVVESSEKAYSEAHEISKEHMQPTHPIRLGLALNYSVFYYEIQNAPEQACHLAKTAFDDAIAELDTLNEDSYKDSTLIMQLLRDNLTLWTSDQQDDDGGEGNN
* marks the source's active call; other numbers are inactive results; & = joins results of further samples. These rows are one share of the data; count on the stated rates, not on these rows.

Molecule | 14-3-3 PPI
Cc1cccc2cc(CN(Cc3ccc4c(c3)OCO4)Cc3nnnn3C3CCCC3)c(=O)[nH]c12 | -9
Cc1csc(NC(=O)c2ccc(C)c(S(=O)(=O)N3CCCCC3)c2)n1 | -5
Cc1cc(C)nc(SCc2nc3ccc(Cl)cn3c2Cl)n1 | -10
COc1ccc(CCn2c(SCC#N)nc3ccccc3c2=O)cc1OC | -3
O=C(C1=C(O)C(=O)N(c2nncs2)C1c1cccc(Br)c1)c1cccs1 (configuration not stated) | 84*
CSCC[C@H](NC(=O)OC(C)(C)C)C(=O)N1CCC(C(=O)N[C@@H](C)C(=O)O)CC1 | 3
O=C(NCc1ccccn1)c1cc2c(=O)[nH]c3ccccc3c2s1 | -31
COc1ccccc1OCc1nc(-c2ccc([N+](=O)[O-])cc2)no1 | -7
Cc1cc2c(c(=O)n1Cc1cccnc1)C(c1ccccc1)C(C#N)=C(N)O2 (configuration not stated) | -2
CCC(C)NC(=O)c1nn2c(C(F)(F)F)cc(-c3ccco3)nc2c1Br (configuration not stated) | -29
CCOC(=O)c1ccc(N2C(=O)CC(N3CCN(CC=Cc4ccccc4)CC3)C2=O)cc1 (configuration not stated) | 1
O=C(COc1ccc2c(=O)c(Oc3ccccc3Cl)coc2c1)OC1CCCCC1 | -32
CC(=O)c1ccc(OC(=O)C2CC(=O)N(c3cccc(C)c3)C2)cc1 (configuration not stated) | -8
Fc1ccc(C(OCCCc2cnc[nH]2)c2ccc(F)cc2)cc1 | -9
O=C1C2C3CCC(C3)C2C(=O)N1c1ccccc1O (configuration not stated) | -9
CCOc1ccc(C(=O)Nc2ccc(N3CCN(C)CC3)cc2)cc1Br | 3
CCN(CC)C1c2cccc3cccc(c23)C1NS(=O)(=O)c1ccccc1 (configuration not stated) | -5
Cc1ccc(C2=NN(C(=O)C3CC3)C(O)(C(F)(F)F)C2)cc1 (configuration not stated) | 9
COc1ccc(-n2nc3c(c2NC(=O)c2ccc(OC)cc2OC)CSC3)cc1 | -1
O=C(CCn1c(=S)[nH]c2cc3c(cc2c1=O)OCO3)NCc1cccnc1 | 1
N#CC1=C(N)Oc2n[nH]c(-c3cccs3)c2C1c1cccs1 (configuration not stated) | -13
CCCCSc1nnc2c(n1)OC(c1cccc(OC)c1OC)Nc1ccccc1-2 (configuration not stated) | 10
COc1ccc(C2CC(C(F)(F)F)n3nc(C(=O)N4CCN(C(=O)c5ccccc5)CC4)c(Cl)c3N2)cc1OC (configuration not stated) | -7
CN(C)C1=C(Nc2cccc(I)c2)C(=O)c2ccccc2C1=O | -8
CSc1nnc2c3cc(C)ccc3n(Cc3ccccc3)c2n1 | 1
CC(C)C(=O)NCCSc1c(-c2ccc(Cl)cc2)[nH]c2ccccc12 | -3
Cc1cc(=O)n2ccc(CN3CCOCC3)c(O)c2n1 | -17
CCc1ccc(C2(O)CC(C(F)(F)F)=NN2C(=O)c2ccc(C)cc2)cc1 (configuration not stated) | -3
CN1C(=O)CC(C(=O)Nc2ccc(F)cc2)SC1=Nc1ccc2c(c1)OCO2 (configuration not stated) | 3
O=C1CC(c2ccccc2)Nc2nc3ccccc3n21 (configuration not stated) | -2

Molecule | 14-3-3 PPI
O=C(NCCN1CCOCC1)C1c2ccccc2C(=O)N2CCc3ccccc3C12 (configuration not stated) | -1
CN1[C@@H](CC(=O)c2ccccc2)CCC[C@H]1C[C@H](O)c1ccccc1 | -12&1
CN(C(=O)CCn1c(=S)oc2ccccc21)c1ccc(Br)cc1 | 3
Cc1cc(Cl)ccc1OCC(=O)Nc1ccc(S(=O)(=O)Nc2ncccn2)cc1 | 0
Cn1ccnc1C(=O)c1cc(=O)c2ccccc2o1 | 1
CCOC(=O)c1cccc(NC(=O)C2CCN(S(=O)(=O)c3cccc4nsnc34)CC2)c1 | -5
Cc1cccc(N2CCN(C(=O)c3cc4n(n3)C(C(F)(F)F)CC(c3ccco3)N4)CC2)c1C (configuration not stated) | 0
CN1CCN(C(=O)c2ccc(S(=O)(=O)Cc3ccccc3F)c([N+](=O)[O-])c2)CC1 | -12
CCOC(=O)CNC(=O)c1nn(-c2cccc(OC)c2)c(=O)c2ccccc12 | -4
N#CC(C#N)=c1ccc2c(c1)NC1(CCCCC1)N=2 | -118
CCOC(=O)c1nn(-c2ccccc2C)c(=O)c(C#N)c1C | -6
Cc1c2occ(-c3ccc4c(c3)OCO4)c2cc2c1oc(=O)c1ccccc12 | -219
CCOC(=O)c1cc(-c2ccccc2)sc1NC(=O)COc1cccc(C)c1 | -5
Cc1ccc(S(=O)(=O)N(Cc2ccccc2)c2ccccc2)cc1 | -8
COc1ccc(-n2nc3ccc(NC(=O)c4cccc(OCCC(C)C)c4)cc3n2)cc1 | -14
COc1ccc(CCN2C(=O)C3CC=CC(C)C3C2=O)cc1OC (configuration not stated) | 0
O=C(c1ccc2c(=O)n(Cc3ccc(Cl)cc3)c(=S)[nH]c2c1)N(CCO)Cc1ccccc1 | -4
Cc1cccc(Cn2c(SCCN3CCOCC3)nc3c2c(=O)[nH]c(=O)n3C)c1 | 2
CCOC(=O)Cc1ccc(N(Cc2ccc(Cl)cc2)S(=O)(=O)c2ccccc2)cc1 | -1
Cc1ccc(S(=O)(=O)N=C(CN2CCCC2)N2CCN(S(=O)(=O)c3ccc(C)cc3)C2)cc1 | -2
CCN(C(=O)CN1CCN(c2ccccc2)CC1)c1c(N)n(Cc2ccccc2)c(=O)[nH]c1=O | -2
Cc1ccc(C2C3=C(CC(C)(C)CC3=O)Nc3nc(SCc4cccc([N+](=O)[O-])c4)[nH]c(=O)c32)cc1 (configuration not stated) | -12
CCOC(=O)C1CCN(c2cc(=O)n(C3CCCCC3)c(=O)[nH]2)CC1 | -4
N#CC1=C(N)Oc2n[nH]c(-c3cccs3)c2C1c1ccco1 (configuration not stated) | -137
CC1S/C(=C(\C#N)C(=O)NCc2ccco2)N(Cc2ccco2)C1=O (configuration not stated) | 4
COc1ccc(-n2c(SC(C)C)nc3c([nH]c4ccccc43)c2=O)cc1 | 4
O=[N+]([O-])c1ccc(N2CCN(CCO)CC2)cc1SCCO | -3
COc1ccc(OC)c(C2C(C(=O)Nc3ccc(F)cc3)=C(C)Nc3nc(CCCO)nn32)c1 (configuration not stated) | 2
CC(C)c1ccc(C2/C(=C(\O)c3ccccc3)C(=O)C(=O)N2CCCN(C)C)cc1 (configuration not stated) | 5
CCOc1ccc(N(C(C)C(=O)NC)S(C)(=O)=O)cc1 (configuration not stated) | -2

Molecule | 14-3-3 PPI
COc1cc2c(cc1OC)C(COc1ccccc1OC)N(C(=O)c1ccc([N+](=O)[O-])cc1)CC2 (configuration not stated) | -2
COc1ccc(Cl)cc1C=C1N=C(SC)SC1=O | -3
CCOC(=O)c1c(C)oc2ccc(N(C(C)=O)S(=O)(=O)c3cc([N+](=O)[O-])ccc3C)cc12 | -2
CC1(C)Cc2c(ccc3ccccc23)C(Cc2ccccc2)N1 (configuration not stated) | -13
Cc1nn(Cc2ccccc2)c2c1C(c1ccco1)C(C#N)=C(N)O2 (configuration not stated) | -2
COCCn1cnnc1SCC(=O)c1ccc(S(=O)(=O)N2CCCC2)cc1 | -10
Cc1cc(C)c2oc(-c3cccc(NC(=O)c4cccc(Br)c4)c3)nc2c1 | -15
Nc1c(-c2ccccc2)cnc2c(-c3ccc(Cl)cc3)cnn12 | -4
O=C(CNC1CCCCC1)Nc1c2c(nc3c1CCC3)CCCC2 | 0
Fc1ccc(-c2nnc(-c3ccc4c(c3)OCO4)o2)cc1 | -7
CSc1cccc(NC(=O)Nc2ccccc2)c1 | 3
CC1(C)CC(=O)c2cc(C(=O)NC(C)(C)C)c(=O)n(-c3ccc(Cl)cc3)c2C1 | 6
CCOC(=O)C(=O)N1c2ccccc2C(Nc2ccccc2)CC1C (configuration not stated) | -3
O=C1c2ccccc2NC(c2cnc3ccccc3n2)N1O (configuration not stated) | -5
O=C(Nc1ccc2oc(-c3cccc(Br)c3)nc2c1)c1ccc([N+](=O)[O-])cc1 | -19
Cc1ccc(-n2nc3c(c2NC(=O)c2ccc([N+](=O)[O-])cc2)CS(=O)(=O)C3)c(C)c1 | 8
CC(=O)N1CCc2cc(S(=O)(=O)N3CCCCC3C)ccc21 (configuration not stated) | -12
N#Cc1c(Cl)nsc1-c1ccccc1 | -6
CCN(CC)CCNC(=O)Cn1nc(Cc2cccnc2)c2ccccc2c1=O | -1
CCOc1ccc(NC(=O)c2cc3cc(Br)ccc3oc2=O)cc1 | -2
COc1cc2[nH]c(=S)n(CCC3=CCCCC3)c(=O)c2cc1OC | -1
CCOC(=O)c1c(C)oc2cc(Br)c(OCC(=O)C(C)(C)C)cc12 | 0
C=CCOC(=O)C1=C(C)NC2=C(C(=O)CC(C)(C)C2)C1c1ccccc1OC (configuration not stated) | -2
CCCC(=O)Nc1cc(C)c(NC(=O)c2ccncc2)cn1 | -2
COc1ccc(OC(=O)c2sc3ncn(Cc4ccccc4F)c(=O)c3c2C)cc1 | -9
O=C(NCCCn1ccnc1)Nc1cccc(Cl)c1 | -2
COc1ccc2nc3sc(C(=O)NCCCN4CCN(C)CC4)cc3cc2c1 | 1
CCOC(=O)CSc1nc(-c2cccs2)cc(-c2ccc(Cl)cc2)c1C#N | -40
COC(=O)c1sc(NC(=O)c2ccccc2C)nc1C | 0
Cc1ccc(-c2nc3ncccc3o2)cc1NC(=O)CSc1ccc(Cl)cc1 | -21

Part of the list above in a different format.
14-3-3 PPI | molecule
-2 | CCOC(=O)c1c(C)oc2ccc(N(C(C)=O)S(=O)(=O)c3cc([N+](=O)[O-])ccc3C)cc12
-13 | CC1(C)Cc2c(ccc3ccccc23)C(Cc2ccccc2)N1 (configuration not stated)
-2 | Cc1nn(Cc2ccccc2)c2c1C(c1ccco1)C(C#N)=C(N)O2 (configuration not stated)
-10 | COCCn1cnnc1SCC(=O)c1ccc(S(=O)(=O)N2CCCC2)cc1
-15 | Cc1cc(C)c2oc(-c3cccc(NC(=O)c4cccc(Br)c4)c3)nc2c1
-4 | Nc1c(-c2ccccc2)cnc2c(-c3ccc(Cl)cc3)cnn12
0 | O=C(CNC1CCCCC1)Nc1c2c(nc3c1CCC3)CCCC2

(listing goes on)
Molecule | 14-3-3 PPI
COc1ccc(CC(=O)NCc2nnc(SCC(=O)N3CCN(c4ccccc4)CC3)n2C)cc1 | 2
COc1ccc(-n2c(=O)c3ccccc3n(Cc3cc(=O)n4ccccc4n3)c2=O)cc1 | -13
c1ccc(-c2csc3ncnc(N4CCCC4)c23)cc1 | -3
Cc1ccc(CNC(=O)CCSCc2cccc(Cl)c2)cc1 | -2
O=C1CN(C(=O)c2ccc(Br)o2)C(c2ccc(F)cc2)c2cc(Cl)ccc2N1 (configuration not stated) | -8
COc1ccc(-c2cc(=O)[nH]c(SCC(=O)Nc3ccc(C)cc3)n2)cc1 | -6
Cn1c(=O)n(Cc2ccc(C#N)cc2)c(=O)c2c1ncn2Cc1ccccc1 | 3
CCOC(=O)c1cnc2c(ccc3ccccc32)c1Nc1ccc(N(C)C)cc1 | -12
Cc1ccccc1NC(=O)CCC(=O)Nc1ccccc1C | 2
COc1ccccc1NC(=O)CN1CCN(S(=O)(=O)c2cccc([N+](=O)[O-])c2)CC1 | -7
CCN(CC)CCNC(=O)CS(=O)Cc1nc(-c2ccc(C)cc2)oc1C (configuration not stated) | -1
COc1ccc(C(=O)Nc2ccccc2C(C)C)cc1[N+](=O)[O-] | -10
C=CCOC(=O)C1=C(C)Nc2nnnn2C1c1cc(OC)ccc1OC (configuration not stated) | -2&-2
COc1ccc2nc(NC(=O)c3ccc(OC)c([N+](=O)[O-])c3)sc2c1 | 9
CN(Cc1ccccc1)Cc1ccccc1F | -2
O=C(CSc1ncnc2sc(-c3ccccc3)cc12)N1CCOCC1 | -2
COc1cc(Cl)c(C)cc1NC(=O)c1cc2c(-c3ccc(OC)c(OC)c3)nn(C)c2s1 | -9
CC(=O)Nc1cccc(NC(=O)CCn2cnc3cc(C)c(C)cc32)c1 | -6
O=C(NC12CC3CC(CC(C3)C1)C2)C1CCCN1C(=O)NC1CCCCC1 (configuration not stated) | -8
CCc1nc(N2CCOCC2)c(C#N)c2c1COC(C)(C)C2 | -8&-12
Cn1c(=O)cc(N2CCc3ccccc32)[nH]c1=O | -4
CCCCSc1nnc2c(n1)OC(C=Cc1ccccc1[N+](=O)[O-])Nc1ccccc1-2 (configuration not stated) | -234
Cc1ccnc(N2C(=O)c3ccccc3C2Nc2cccc(C)c2C)c1 (configuration not stated) | -5
Cc1cc2ccccn2c1C(=S)NC(=O)c1ccccc1 | -8
CC(=O)c1c(C)oc2ccc(N(C(=O)c3ccc(Cl)cc3)S(=O)(=O)c3ccccc3)cc12 | -32
COc1cccc(NC(=O)CSc2nc3c(sc4ccccc43)c(=O)n2Cc2ccccc2)c1 | 5
COc1ccc(OCC(=O)N2CCN(c3ccc([N+](=O)[O-])cc3Cl)CC2)cc1 | -8
Cc1ccc(-n2c(-c3ccncc3)nnc2-c2ccco2)cc1 | 4
CCOC(=O)c1c(C)[nH]c(C)c1C(=O)CSc1nnnn1-c1ccccc1 | -9
CC(C)CN(C(=O)COC(=O)Cc1n[nH]c(=O)c2ccccc12)C1CCS(=O)(=O)C1 (configuration not stated) | 1

Some of the entries so far, as labelled records.
SMILES: Cc1ccc(CNC(=O)CCSCc2cccc(Cl)c2)cc1
  14-3-3 PPI: -2
SMILES: O=C1CN(C(=O)c2ccc(Br)o2)C(c2ccc(F)cc2)c2cc(Cl)ccc2N1 (configuration not stated)
  14-3-3 PPI: -8

(cont.)
Molecule | 14-3-3 PPI
O=C1CSC(c2ccccc2F)N1c1ccc(Oc2ccc(Cl)cc2)cc1 (configuration not stated) | 2
COc1ccc(C2C(C(=O)N3CCCCC3)c3cc(OC)c(OC)cc3C(=O)N2C)cc1OC (configuration not stated) | -3
CCc1nnc(NC(=O)c2cccs2)s1 | -8&3
Cc1ccc(-c2nn(C)c(=O)c3ccccc23)cc1CNS(=O)(=O)c1ccc(Cl)cc1 | -1
Cc1cc(N2CCN(C(=O)c3ccco3)CC2)n2nc(C)c(-c3ccc(Cl)cc3)c2n1 | -5

High-throughput results: PubChem BioAssay, Emory University Molecular Libraries Screening Center
